PriA SSB inh: K. pneumoniae PriA-SSBct interaction inhibition; inhibition, % at 33 µM; actives 0.6% (n = 430,000); AlphaScreen SSBct-PriA binding, biotinylated peptide; in the data active = inhibition mostly above about 37%, no sharp cut-off; inactive = mostly below about 20%;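 also: plate controls were negative control peptide for no effect and reference peptide for full effect; strong numbers were not always called active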
DUSP3 inh: inhibitors of human VHR1 phosphatase (DUSP3). P51452. inhibition, % at 13.3 µM. recombinant VHR phosphatase, pNPP absorbance. AID 1654. actives 0.52% (n = 290,000); in the data active = inhibition above about 50%; also: some compounds called inactive have numbers as strong as hits
Target sequence (P51452 whole entry, looked up): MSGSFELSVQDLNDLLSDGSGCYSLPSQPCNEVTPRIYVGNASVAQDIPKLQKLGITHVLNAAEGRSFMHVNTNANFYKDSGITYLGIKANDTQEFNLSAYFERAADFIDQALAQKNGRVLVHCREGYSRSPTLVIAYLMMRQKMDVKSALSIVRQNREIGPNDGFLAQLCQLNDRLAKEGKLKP
FBA Mtb inh: inhibitors of M. tuberculosis fructose-bisphosphate aldolase; inhibition, % at 1 µM; purified M. tuberculosis FBA, fluorescence read-out; P9WQA3; actives 2.3% (n = 360,000); in the data active = inhibition above about 27%;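 also: 0% = vehicle and 100% = reference inhibitor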
MazEF act: increases E. coli MazEF RNase cleavage of RNA; P0AE70; FAM/BHQ RNA-DNA oligo cleavage fluorescence, 5 h; activation, % at 20 µM; actives 0.32% (n = 350,000); AID 504720; in the data active = activation above about 50%
Target sequence (P0AE70 whole entry, looked up): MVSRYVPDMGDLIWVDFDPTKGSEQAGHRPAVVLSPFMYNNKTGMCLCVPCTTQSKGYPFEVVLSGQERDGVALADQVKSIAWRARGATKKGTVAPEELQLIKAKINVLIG
3CLpro inhibitor: SARS-CoV 3CLpro protease inhibition; recombinant SARS-CoV 3CLpro, quenched FRET peptide cleavage; inhibition, % at 6 µM; actives 0.14% (n = 290,000); AID 1706; in the data active = inhibition above about 12%
GDH-TPI counter: inhibits GDH-TPI coupling enzymes, artifact for Mtb FBA screen; inhibition, % at 4.8 µM; actives 1.2% (n = 360,000); GDH-TPI coupled enzyme counterscreen, NADH absorbance; in the data active = inhibition above about 30%;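 also: 0% = DMSO wells and 100% = wells lacking the enzyme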
BioA inh: BioA (M. tuberculosis) enzyme inhibition; AID 602481; actives 0.096% (n = 360,000); purified M. tuberculosis BioA enzyme, plate reader; inhibition, % at 9.99 µM; in the data active = inhibition above about 40%
Rv3671c inh: inhibitors of M. tuberculosis serine protease Rv3671c | P9WHR9 | inhibition, % at 5.96 µM | actives 0.048% (n = 320,000) | AID 2606; in the data active = inhibition above about 38%;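 also: extracellular domain of Rv3671c used as enzyme; 0% = enzyme with DMSO and 100% = no enzyme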
Target sequence (P9WHR9 whole entry, looked up, the tested form may be a part): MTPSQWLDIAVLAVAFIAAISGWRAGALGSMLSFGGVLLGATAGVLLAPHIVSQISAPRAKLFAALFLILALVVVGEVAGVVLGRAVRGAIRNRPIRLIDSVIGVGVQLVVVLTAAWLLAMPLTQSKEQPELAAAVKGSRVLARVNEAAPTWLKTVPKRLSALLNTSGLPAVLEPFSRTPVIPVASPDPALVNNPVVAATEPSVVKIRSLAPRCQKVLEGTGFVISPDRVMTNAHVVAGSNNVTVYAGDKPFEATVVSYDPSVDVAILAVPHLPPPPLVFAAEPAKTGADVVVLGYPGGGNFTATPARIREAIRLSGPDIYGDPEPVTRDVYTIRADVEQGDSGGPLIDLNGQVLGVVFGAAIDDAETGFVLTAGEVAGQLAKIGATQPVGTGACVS
UGM FP inh: inhibitors of M. tuberculosis UDP-galactopyranose mutase; purified UGM, fluorescence polarization probe displacement; P9WIQ1; actives 0.06% (n = 320,000); AID 504406; inhibition, % at 10 µM; in the data active = inhibition above about 10%, passing the limit was not always enough
Target sequence (P9WIQ1 whole entry, looked up): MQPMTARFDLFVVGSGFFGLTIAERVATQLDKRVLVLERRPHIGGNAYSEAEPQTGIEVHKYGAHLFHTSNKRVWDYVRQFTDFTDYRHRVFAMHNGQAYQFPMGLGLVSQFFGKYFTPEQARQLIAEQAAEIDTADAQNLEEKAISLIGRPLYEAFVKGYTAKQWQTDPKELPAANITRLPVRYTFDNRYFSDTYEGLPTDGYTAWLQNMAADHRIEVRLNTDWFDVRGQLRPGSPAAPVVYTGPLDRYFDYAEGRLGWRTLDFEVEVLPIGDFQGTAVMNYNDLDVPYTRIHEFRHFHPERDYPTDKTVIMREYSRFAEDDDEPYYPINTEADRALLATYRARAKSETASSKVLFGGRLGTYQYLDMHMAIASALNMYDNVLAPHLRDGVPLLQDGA
BH1578 lux ind: inducers of Vibrio cholerae quorum light production without autoinducers | V. cholerae BH1578 lux reporter, luminescence, 6 h | activation, % at 18.7 µM | actives 0.16% (n = 350,000) | AID 588436; in the data active = activation mostly above about 9.7%, no sharp cut-off; also: not every result past the cut was called active; inactives centre near 0; reference of the scale not given here
An asterisk follows results filed as active; & = joins results of further samples.

What do the screens show for `Cc1c(S(=O)(=O)N2CCN(C(c3ccccc3)c3ccccc3)CC2)c(=O)n(C)c(=O)n1C`?
PriA SSB inh: -5&-2; DUSP3 inh: 11; FBA Mtb inh: 1; MazEF act: 2; 3CLpro inhibitor: -2; GDH-TPI counter: -10; BioA inh: 1.0; Rv3671c inh: -3; UGM FP inh: 1.3; BH1578 lux ind: -0.2

What do the screens show for `CCC(C)NC(=O)CO/N=C/c1ccccc1OC(F)F` (configuration not stated)?
DUSP3 inh: 2; FBA Mtb inh: 1; MazEF act: 7; 3CLpro inhibitor: 2; GDH-TPI counter: 8; BioA inh: -1.7; Rv3671c inh: 3; UGM FP inh: 2.5; BH1578 lux ind: -0.7

Results for CCCOC(=O)CSC1=C(C#N)C(c2ccc3c(c2)OCO3)CC(=O)N1 (configuration not stated) ?
PriA SSB inh: -9; DUSP3 inh: 37; FBA Mtb inh: -2; MazEF act: 6; 3CLpro inhibitor: 0; GDH-TPI counter: 0; BioA inh: 1.5; Rv3671c inh: 2; UGM FP inh: 0.7; BH1578 lux ind: inactive

Results for CCCCC(=O)NNC(=S)NC(=O)c1ccc([N+](=O)[O-])cc1 ?
PriA SSB inh: 5; DUSP3 inh: 12; FBA Mtb inh: -4; MazEF act: 7; 3CLpro inhibitor: 5; GDH-TPI counter: 2; Rv3671c inh: 5; UGM FP inh: 1.7; BH1578 lux ind: inactive

Results for Cc1ccsc1C(=O)OCC(=O)N1CCOCC1 ?
PriA SSB inh: -2; DUSP3 inh: -4; FBA Mtb inh: 3; MazEF act: -1; 3CLpro inhibitor: 3; GDH-TPI counter: -1; BioA inh: -5.1; Rv3671c inh: -3; UGM FP inh: 0.5; BH1578 lux ind: -5.6

What do the screens show for `Cc1ccc(NC(=O)CN(C)C(=O)c2ccc(NC(=O)CC3SC(N4CCCC4)=NC3=O)cc2)cc1` (configuration not stated)?
PriA SSB inh: 5; FBA Mtb inh: 0; MazEF act: 1; GDH-TPI counter: -1; Rv3671c inh: 6; UGM FP inh: -2.9; BH1578 lux ind: 0.2

Results for COc1ccc(CCNC(=O)Nc2nc(C(N)Cc3ccccc3)cs2)cc1OC (configuration not stated) ?
FBA Mtb inh: -2; GDH-TPI counter: 4; BioA inh: -0.2; BH1578 lux ind: -0.9

What do the screens show for `CNC(=S)N(CCO)Cc1cc2cc3c(cc2[nH]c1=O)OCO3`?
PriA SSB inh: 8; FBA Mtb inh: 33*; MazEF act: -22; 3CLpro inhibitor: -4; GDH-TPI counter: 21; BioA inh: -1.3; Rv3671c inh: -7; UGM FP inh: -0.7; BH1578 lux ind: 0.0

How did CCN(CC(=O)Nc1c(F)cccc1F)C(=O)CCc1nc2sc3c(c2c(=O)[nH]1)CCCC3 do in these assays?
PriA SSB inh: -2; FBA Mtb inh: 1; MazEF act: -15; GDH-TPI counter: 2; BioA inh: -1.4; Rv3671c inh: -4; BH1578 lux ind: inactive

What do the screens show for `CCOC(=O)/C(C#N)=C/c1cn(CCC(=O)O)nc1-c1cccc(Cl)c1`?
PriA SSB inh: -8; DUSP3 inh: 26; FBA Mtb inh: -3; MazEF act: -27; 3CLpro inhibitor: 2; GDH-TPI counter: 21; Rv3671c inh: 2; UGM FP inh: -1.0; BH1578 lux ind: -0.1

What do the screens show for `COc1ccc(-n2nnc3c(=O)n(CC(=O)N4CCCCC4)cnc32)cc1`?
PriA SSB inh: -7; DUSP3 inh: 26; FBA Mtb inh: -1; MazEF act: 6; 3CLpro inhibitor: 4; GDH-TPI counter: 5; BioA inh: 1.4; Rv3671c inh: 4; UGM FP inh: -3.8; BH1578 lux ind: 0.0

How did O=C(NCc1ccco1)C(C(=O)c1ccccc1)n1ccccc1=O (configuration not stated) do in these assays?
PriA SSB inh: -4; DUSP3 inh: 36; FBA Mtb inh: 0; MazEF act: 3; 3CLpro inhibitor: 3; GDH-TPI counter: 0; BioA inh: -0.3; Rv3671c inh: -2; UGM FP inh: 2.5; BH1578 lux ind: 4.2

What do the screens show for `O=C(O)CN1C(=O)C(=O)N(Cc2ccc(Cl)cc2Cl)C1=O`?
PriA SSB inh: 1; DUSP3 inh: -6; FBA Mtb inh: 0; MazEF act: 0; 3CLpro inhibitor: 1; GDH-TPI counter: -12; BioA inh: -1.7; Rv3671c inh: 3; UGM FP inh: 1.6; BH1578 lux ind: -0.6

How did CC(=O)NC1(C(F)(F)F)N=C(c2ccccc2)NC1=O (configuration not stated) do in these assays?
PriA SSB inh: -12; DUSP3 inh: -2; FBA Mtb inh: 0; MazEF act: 1; 3CLpro inhibitor: 3; GDH-TPI counter: 2; Rv3671c inh: 5; UGM FP inh: 0.5; BH1578 lux ind: -0.3

What do the screens show for `Cc1ccccc1Nc1nc(N)nc(COC(=O)c2cccn2C)n1`?
PriA SSB inh: 3; DUSP3 inh: 7; FBA Mtb inh: 3; MazEF act: -7; 3CLpro inhibitor: -4; GDH-TPI counter: 4; BioA inh: -1.1; Rv3671c inh: 2; UGM FP inh: -2.6; BH1578 lux ind: -0.4

Results for Cc1cc(NC(=O)COC(=O)CCNS(=O)(=O)c2cccc(C(F)(F)F)c2)no1 ?
PriA SSB inh: -2; DUSP3 inh: 22; FBA Mtb inh: 0; MazEF act: 2; 3CLpro inhibitor: 1; GDH-TPI counter: -3; Rv3671c inh: -4; UGM FP inh: -0.2; BH1578 lux ind: inactive

What do the screens show for `CCn1nc(C(=O)OCC(=O)NCC(C)C)c2ccccc2c1=O`?
PriA SSB inh: 12; DUSP3 inh: 14; FBA Mtb inh: 5; MazEF act: 19; 3CLpro inhibitor: 0; GDH-TPI counter: -6; Rv3671c inh: -7; UGM FP inh: 1.5; BH1578 lux ind: -0.4

What do the screens show for `O=C(Nc1ccc2c(c1)OCCO2)C1CCCN(S(=O)(=O)Cc2ccccc2)C1` (configuration not stated)?
PriA SSB inh: -10; DUSP3 inh: 20; FBA Mtb inh: 0; MazEF act: 9; 3CLpro inhibitor: 3; GDH-TPI counter: 6; BioA inh: 0.8; Rv3671c inh: 12; UGM FP inh: 0.5; BH1578 lux ind: 11

Results for OC(COCc1ccc(Cl)cc1)CN1CCc2ccccc2C1 (configuration not stated) ?
PriA SSB inh: -10&-7; DUSP3 inh: -2; FBA Mtb inh: 3; MazEF act: 1; 3CLpro inhibitor: -7; GDH-TPI counter: 5; Rv3671c inh: -6; UGM FP inh: 3.6; BH1578 lux ind: inactive

How did C(=C\c1ccccc1)/C=N/N1CCN(c2ccccn2)CC1 do in these assays?
DUSP3 inh: 12; FBA Mtb inh: -2; MazEF act: 1; 3CLpro inhibitor: -2; GDH-TPI counter: 15; Rv3671c inh: 8; UGM FP inh: -2.6; BH1578 lux ind: inactive

Results for O=c1oc2cc(Oc3ccc(C(F)(F)F)cc3[N+](=O)[O-])ccc2c2c1CCCC2 ?
PriA SSB inh: -17; DUSP3 inh: 8; FBA Mtb inh: 7; MazEF act: -2; 3CLpro inhibitor: 5; GDH-TPI counter: 13; BioA inh: -1.6; Rv3671c inh: -4; UGM FP inh: 5.1; BH1578 lux ind: inactive

How did O=c1oc(-c2cccc(C(F)(F)F)c2)nn1-c1ccc(C(F)(F)F)cn1 do in these assays?
PriA SSB inh: -2; DUSP3 inh: -15; FBA Mtb inh: 1; MazEF act: 1; 3CLpro inhibitor: 6; GDH-TPI counter: 4; BioA inh: -0.4; Rv3671c inh: -3; UGM FP inh: 1.0; BH1578 lux ind: 0.8

Results for S=C(Nc1ccccc1)Nc1cccc(Br)c1 ?
PriA SSB inh: -9; DUSP3 inh: 15; FBA Mtb inh: -3; MazEF act: -1; 3CLpro inhibitor: -2; GDH-TPI counter: -8; Rv3671c inh: -7; UGM FP inh: 3.2

Results for NNC(=O)Cc1cccc2ccc(Cl)cc12 ?
FBA Mtb inh: -3; MazEF act: 7; GDH-TPI counter: -1; BH1578 lux ind: inactive

Results for COc1ccc(C(=O)Nc2cccc(/C(C)=N\NC(=O)c3ccoc3C)c2)cc1OC ?
DUSP3 inh: 17; FBA Mtb inh: -1; MazEF act: 2; 3CLpro inhibitor: 4; GDH-TPI counter: 5; BioA inh: 9.8; BH1578 lux ind: -0.6

What do the screens show for `CCc1ccc2c(CN3CCc4cc(OC)c(OC)cc4C3)cc(=O)oc2c1`?
PriA SSB inh: -1; DUSP3 inh: -2; FBA Mtb inh: 9; MazEF act: -8; 3CLpro inhibitor: 0; GDH-TPI counter: 1; BioA inh: 0.5; Rv3671c inh: -17; UGM FP inh: 1.9; BH1578 lux ind: -0.4

How did Cc1ccc(/C=C/C(=O)NCCc2ccccc2)o1 do in these assays?
PriA SSB inh: -9; DUSP3 inh: 18; FBA Mtb inh: 0; MazEF act: -6; 3CLpro inhibitor: -8; GDH-TPI counter: 10; BioA inh: -2.0; Rv3671c inh: -9; UGM FP inh: 2.6; BH1578 lux ind: -0.6

Results for Cc1ccc(-n2ncc3c2CC(C)(C)CC3NC(=O)CCc2cccnc2)cc1 (configuration not stated) ?
PriA SSB inh: 3; DUSP3 inh: 11; FBA Mtb inh: 1; MazEF act: 4; 3CLpro inhibitor: 0; GDH-TPI counter: -3; BioA inh: 45*; UGM FP inh: -0.6; BH1578 lux ind: inactive

Results for CN(C)CCNc1nc(-c2ccccc2CO)c2sccc2n1 ?
FBA Mtb inh: 13; GDH-TPI counter: 8; BioA inh: -0.6; BH1578 lux ind: -0.6

How did O=C(O)/C=C/C(=O)NCCCc1ccccc1 do in these assays?
PriA SSB inh: -9; DUSP3 inh: 22; FBA Mtb inh: -7; MazEF act: 4; 3CLpro inhibitor: 4; GDH-TPI counter: 0; Rv3671c inh: 2; UGM FP inh: 2.4; BH1578 lux ind: inactive

What do the screens show for `Cc1oc(-c2ccc(Cl)cc2)nc1CS(=O)CC(=O)N1CCC2(CC1)OCCO2` (configuration not stated)?
PriA SSB inh: -12; DUSP3 inh: 25; FBA Mtb inh: 3; MazEF act: -11; 3CLpro inhibitor: -1; GDH-TPI counter: 6; BioA inh: 0.2; Rv3671c inh: 6; UGM FP inh: -1.0

Results for Cc1cc(OCC(=O)Nc2ccc(F)c(F)c2)nc(C(C)C)n1 ?
PriA SSB inh: -19; DUSP3 inh: 10; FBA Mtb inh: -1; MazEF act: -12; 3CLpro inhibitor: 1; GDH-TPI counter: 9; Rv3671c inh: 1; UGM FP inh: -0.7; BH1578 lux ind: 1.6

What do the screens show for `Cc1ccc(-n2c(C)nc3ccsc3c2=O)cc1`?
PriA SSB inh: -8; FBA Mtb inh: 4; MazEF act: 4; GDH-TPI counter: -3; BioA inh: 0.6; Rv3671c inh: 2; UGM FP inh: -2.6; BH1578 lux ind: 0.8

Results for N#Cc1cn(C2OC(CO)C(O)C2O)c2ncnc(N)c12 (configuration not stated) ?
PriA SSB inh: -11; FBA Mtb inh: 0; MazEF act: -2; GDH-TPI counter: 4; BH1578 lux ind: inactive

Results for COC(=O)CCS(=O)(=O)c1ccc(Cl)cc1 ?
PriA SSB inh: -1; DUSP3 inh: 12; FBA Mtb inh: 2; MazEF act: 1; 3CLpro inhibitor: -1; GDH-TPI counter: 12; Rv3671c inh: -5; UGM FP inh: 0.1; BH1578 lux ind: 1.2

What do the screens show for `O=C(COC(=O)/C=C/c1ccc(Cl)cc1)NC(=O)NCc1ccccc1`?
FBA Mtb inh: 5; MazEF act: -20; GDH-TPI counter: 12; BioA inh: -0.5; Rv3671c inh: -115; UGM FP inh: 1.2; BH1578 lux ind: inactive

What do the screens show for `COc1ccc2cc3c(N)nn(C(=O)Cc4c[nH]c5ccccc45)c3nc2c1`?
PriA SSB inh: 3; DUSP3 inh: 18; FBA Mtb inh: 3; MazEF act: -9; 3CLpro inhibitor: 4; GDH-TPI counter: 15; Rv3671c inh: -15; UGM FP inh: -1.1; BH1578 lux ind: inactive

Two neighbouring compounds out of the list so far:
What do the screens show for `O=C(COC(=O)/C=C/c1ccc(Cl)cc1)NC(=O)NCc1ccccc1`?
FBA Mtb inh: 5; MazEF act: -20; GDH-TPI counter: 12; BioA inh: -0.5; Rv3671c inh: -115; UGM FP inh: 1.2; BH1578 lux ind: inactive

What do the screens show for `COc1ccc2cc3c(N)nn(C(=O)Cc4c[nH]c5ccccc45)c3nc2c1`?
PriA SSB inh: 3; DUSP3 inh: 18; FBA Mtb inh: 3; MazEF act: -9; 3CLpro inhibitor: 4; GDH-TPI counter: 15; Rv3671c inh: -15; UGM FP inh: -1.1; BH1578 lux ind: inactive

Screening results from PubChem BioAssay.

This is a subset. The share of hits here may be higher or lower than overall.
